# CHRM4 antagonist – CHRM4 antagonism in calcium assay. inhibition, % at 3 µM. hit rate 0.73% among 360,000. P08173. CHO-hM4 cells, ACh EC80, Fluo-8 calcium fluorescence;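 active = inhibition above its plate's cutoff, the mean inhibition of sample wells plus 3 SD, cut at about 27% in these data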;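 also: 0% = acetylcholine EC80 with DMSO and 100% = DMSO without agonist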
# Target sequence (P08173 whole entry, looked up): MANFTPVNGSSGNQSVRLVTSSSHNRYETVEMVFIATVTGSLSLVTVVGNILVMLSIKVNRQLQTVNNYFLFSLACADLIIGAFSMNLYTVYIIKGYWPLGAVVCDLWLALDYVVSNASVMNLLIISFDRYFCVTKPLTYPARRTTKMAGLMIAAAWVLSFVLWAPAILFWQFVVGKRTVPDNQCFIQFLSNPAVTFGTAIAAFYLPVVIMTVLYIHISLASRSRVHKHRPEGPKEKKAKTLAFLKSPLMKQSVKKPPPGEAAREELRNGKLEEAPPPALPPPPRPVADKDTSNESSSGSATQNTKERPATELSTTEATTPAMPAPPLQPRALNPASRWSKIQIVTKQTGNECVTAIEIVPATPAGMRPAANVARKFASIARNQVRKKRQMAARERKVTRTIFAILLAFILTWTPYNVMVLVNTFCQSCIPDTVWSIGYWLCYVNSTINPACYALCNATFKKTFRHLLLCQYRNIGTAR
# M4 ag – CHRM4 agonism in calcium assay; P08173; CHO-K1 hM4/Gqi5, Fluo-8 calcium fluorescence; vehicle 0%, full acetylcholine response 100%; activation, % at 3 µM; hit rate 0.14% among 360,000;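 active = activation above the run mean over all test wells plus 3 SD, cut at about 32% in these data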;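 also: peak over basal fluorescence ratio per well then scaled between controls; 0% = DMSO wells and 100% = acetylcholine at EC100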
# M5 antag – blocks acetylcholine activation of human M5 receptor. CHO-hM5 cells, Fluo-8 calcium fluorescence, ACh EC80. P08912. inhibition, % at 3 µM. hit rate 0.59% among 360,000;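 active = inhibition above a per-plate cutoff, the mean of that plate's test compounds plus 3 SD, cut at about 27% in these data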;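 also: 0% = acetylcholine EC80 with DMSO and 100% = DMSO without agonist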
# Target sequence (P08912 whole entry, looked up): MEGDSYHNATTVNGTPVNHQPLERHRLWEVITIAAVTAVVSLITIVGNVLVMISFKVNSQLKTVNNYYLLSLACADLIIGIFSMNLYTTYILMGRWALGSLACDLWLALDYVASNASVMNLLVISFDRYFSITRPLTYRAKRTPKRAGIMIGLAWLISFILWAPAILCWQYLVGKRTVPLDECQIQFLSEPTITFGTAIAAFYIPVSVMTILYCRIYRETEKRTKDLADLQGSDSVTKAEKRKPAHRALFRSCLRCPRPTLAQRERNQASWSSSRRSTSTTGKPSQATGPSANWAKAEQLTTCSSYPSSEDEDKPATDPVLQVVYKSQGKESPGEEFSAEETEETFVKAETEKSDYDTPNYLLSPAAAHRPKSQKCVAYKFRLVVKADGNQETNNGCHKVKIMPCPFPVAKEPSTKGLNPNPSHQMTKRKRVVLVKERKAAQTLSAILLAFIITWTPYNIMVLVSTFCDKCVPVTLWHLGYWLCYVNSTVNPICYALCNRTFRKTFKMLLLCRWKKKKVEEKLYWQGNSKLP
# CHRM4 PAM – positive allosteric modulators of human muscarinic M4 receptor | CHO-K1 hM4/Gqi5, Fluo-8 calcium fluorescence, ACh EC20; 0% = ACh EC20, 100% = maximal ACh | activation, % at 3 µM | AID 624126 | hit rate 0.4% among 360,000;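 active = activation above its plate's cutoff, the mean activation of sample wells plus 3 SD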; also: some results filed as inactive read as strong as hits
# CRFBP-R2 agonist – CRF-BP/CRF-R2 complex agonism; HEK293 CRF-R2/CRF-BP, calcium dye fluorescence (FLIPR); percent of saturating CRF peptide response; activation, % at 13.2 µM; hit rate 0.46% among 350,000;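 active = activation of at least 50%, plus an integration ratio under a set limit after plate pattern correction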;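 also: plate controls were neutral control wells without compound for no effect and CRF at EC100 for full effect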
# M5 PAM – CHRM5 positive allosteric modulation; P08912; CHO-K1 hM5, Fluo-8 calcium, ACh EC20 PAM; 0% = ACh EC20, 100% = ACh EC100; activation, % at 3 µM; hit rate 0.3% among 360,000; AID 624038;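 active = activation above the run cutoff, the mean activation of all test compounds plus 3 SD, cut at about 18% in these data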
#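 Replicates: One well per compound, no replicates | System: Human M5 receptor in CHO-K1 cells | Benchmarks: Low control EC20 acetylcholine (0%), high control EC100 acetylcholine (100%) | Probe or stimulus: Acetylcholine, EC20 level | Times: Fluo-8 loading 80 min at 37 °C plus 30 min room temperature | Signal: Intracellular calcium via Fluo-8 fluorescence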
# M5 ag – CHRM5 agonism in calcium assay | P08912 | CHO-K1 hM5 cells, Fluo-8 calcium fluorescence; 0% DMSO wells, 100% maximal acetylcholine response | activation, % at 3 µM | hit rate 0.19% among 360,000;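 active = activation above the run's mean over test compounds plus 3 SD, cut at about 23% in these data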;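 also: signal is peak over basal fluorescence ratio across the kinetic read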
# CRFBP-R2 block – blocks CRF-induced signaling of the CRF-BP/CRF-R2 complex. HEK293 CRF-R2/CRF-BP, CRF-induced calcium fluorescence. inhibition, % at 11.8 µM. hit rate 0.59% among 350,000;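 active = inhibition of the ligand-induced calcium signal above about 50% at the single tested concentration, limit read from the data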
# IDE cell inh – inhibits human insulin-degrading enzyme in HEK cells; P14735; FAbetaB cleavage, fluorescence polarization; inhibition, % at 5.59 µM; hit rate 0.41% among 320,000;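 active = percent inhibition above the average of all tested compounds plus 3 SD, set per screening campaign, cut at about 16% in these data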;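 also: IDE supplied by intact live HEK cells; FP after avidin binding of uncleaved biotin substrate so inhibition keeps polarization high; 0% = DMSO wells and 100% = 60 µM reference IDE inhibitor Ii1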
# * hit, by the source's call; x = no result given.
SMILES,CHRM4 antagonist,M4 ag,M5 antag,CHRM4 PAM,CRFBP-R2 agonist,M5 PAM,M5 ag,CRFBP-R2 block,IDE cell inh
CCOC(=O)c1cc2cc(CC(=O)c3ccc(OCC)cc3O)ccc2o1,1.7,0.6,-7.0,0.3,0.7,5.7,-2.9,-6.7,3.8
CCN1CCN(S(=O)(=O)c2ccc(F)c(C(=O)Nc3c(F)cc(F)cc3Br)c2)CC1,4.5,15.8,21.5,-7.2,-1.7,-8.8,-1.5,-1.3,-9.0
CC(C)(C)c1cc(-c2csc(Nc3ccccc3)[n+]2Cc2ccc(C(=O)O)cc2)cc(C(C)(C)C)c1O,20.4,1.0,9.7,11.4,1.7,1.2,-1.7,11.9,6.9
Cc1cccc(OCC(=O)Nc2ccccc2C(=O)N2CCOCC2)c1,5.4,2.4,0.9,8.7,-2.4,-2.1,-0.9,4.9,9.6
O=C(Nc1ccc2c(c1)OCO2)c1cccc2c1C(=O)N(C1CCCCC1)C2,-11.8,0.8,-3.4,11.6,1.4,6.8,2.1,-10.6,-2.8
Cc1cccc(C(=O)N2CCC(Cc3ccccc3)CC2)c1[N+](=O)[O-],-0.3,5.4,-6.3,6.2,-0.1,-2.2,3.6,-7.4,-1.5
O=C1C=C(c2ccc3c(c2)OCO3)CCC1,-5.8,-0.7,10.0,-0.8,-2.5,1.0,-3.0,9.8,1.9
COc1ccccc1Nc1nc2ccccc2n2cnnc12,13.7,2.6,7.6,-10.8,0.8,-3.2,0.0,-0.7,7.6
Cc1ccc(CSCCNC(=O)c2ccccc2)cc1,0.1,-0.3,-2.3,0.6,-2.9,0.7,-0.1,8.3,4.2
COc1ccc(NS(=O)(=O)c2cccc(C(=O)NNC(=O)CNC(=O)c3ccccc3Cl)c2)cc1,-5.7,1.4,-0.7,6.7,0.7,8.8,3.2,3.7,x
O=C(CCc1ccccc1)NC1CCCc2ccccc21 (stereo unspecified),-9.0,0.8,-1.6,5.6,-0.2,3.0,-2.9,-25.6,-1.2
CCn1nc(C(=O)OCC(=O)Nc2nc(-c3ccc(OC)cc3)cs2)c2ccccc2c1=O,-1.7,2.2,-0.1,-3.6,-1.8,0.0,2.2,-15.6,1.4
O=C(/C=C/c1cccc([N+](=O)[O-])c1)N1CCN(c2ccccn2)CC1,9.5,1.3,11.8,-2.9,-1.3,1.2,-2.8,10.3,-4.6
O=C(NCc1ccccc1)c1cc(=O)c2ccccc2o1,0.8,2.9,-14.4,9.5,-2.6,12.1,3.4,8.1,1.5
O=C(c1ccc2c(c1)C(=O)N(Cc1ccco1)C2O)N1CCOCC1 (stereo unspecified),3.7,1.4,1.8,-3.7,-1.1,-5.1,1.3,3.9,-2.8
Cc1cccc(NC(=S)/N=C(\N)Nc2nc(C)c3ccccc3n2)c1,-1.4,-1.1,14.6,-3.8,-1.4,-10.2,-5.7,-28.2,-2.1
CC(C)(C)NC(=O)C(c1ccncc1)N(C(=O)Cn1nnc(-c2ccc(F)cc2)n1)c1ccc(F)cc1 (stereo unspecified),4.5,0.3,2.7,-0.5,1.6,-1.6,0.8,-14.4,-0.3
CN(CC(=O)NC1CCCC1)S(=O)(=O)c1cccc(Cl)c1,17.4,0.7,11.1,-3.3,-0.8,-2.5,6.3,-3.6,0.6
COc1ccc(C(O)c2nc(-c3cccs3)cs2)cc1 (stereo unspecified),1.5,2.0,2.0,-0.5,x,-6.1,3.3,x,x
O=C(CC(=O)N/N=C/c1ccc(F)cc1)N/N=C/c1ccc(F)cc1,-4.6,1.2,7.8,0.7,-1.4,1.2,0.2,-1.1,5.9
COc1ccc(Cl)cc1NC(=O)CC(C)=O,-4.2,1.8,-1.2,6.9,4.1,5.1,-2.7,-2.0,1.3
COc1ccc(C(=O)N2CCN(c3nnnn3-c3ccccc3)CC2)cc1OC,3.4,0.0,1.9,-4.1,1.7,1.1,-0.5,24.6,9.1
Cc1ccc(S(=O)(=O)Nc2ccc(N(C)C)cc2)cc1,-16.9,0.4,-30.4,0.0,-2.1,11.5,-4.9,31.8,2.7
Cc1ccc(-c2cc(-c3ccc(F)cc3)nc(N)c2C#N)o1,-1.8,0.3,-2.0,0.1,0.9,1.3,1.9,-2.7,-6.3
O=c1[nH]c2cc(Cl)c(Cl)cc2o1,-8.3,6.1,18.0,3.2,8.2,-3.0,1.8,24.4,x
CCCCc1ccc(/C=C(\C#N)C(N)=S)s1,0.9,8.2,25.1,-7.4,0.8,-18.9,-3.7,3.7,x
COc1ccc(CNC(=O)COC(=O)C2CCC(C(C)(C)C)CC2)cc1 (stereo unspecified),0.7,3.9,3.4,3.4,-7.2,-5.5,-0.5,25.6,-0.6
CC1CCN(C(=O)C2CCN(S(=O)(=O)c3cccc4nsnc34)CC2)CC1,-5.9,0.6,1.2,-1.0,-0.6,5.3,-0.2,19.6,6.4
Cn1ncc(Br)c1C(=O)NC12CC3CC(CC(C3)C1)C2,-1.8,-1.5,1.9,0.3,2.3,1.5,1.7,-3.3,3.2
O=C(Cc1ccccc1)Nc1ccccc1N1CCN(c2ccccc2)CC1,-10.2,1.9,-6.7,7.7,0.7,-7.9,-5.8,-2.5,1.3
Cc1ccc(CNC(=O)Cn2cc(C(F)(F)F)ccc2=O)cc1,6.7,0.0,-2.3,3.6,-2.3,4.1,-1.3,28.2,1.0
COc1cccc(NC(=O)COC(=O)c2ccc3ccccc3n2)c1,-1.7,3.3,20.8,1.1,5.2,-3.0,0.6,6.6,3.6
CCCCN1C(=N)N([C@@H](C)CN2CCC[C@H]2CN2C(N)=NC[C@H]2CC(C)C)C[C@H]1[C@H](C)CC,4.8,0.5,3.0,5.7,-1.0,1.2,-4.7,4.8,1.2
COc1ccc(CCN(C)CCC(=O)Nc2cc(C)ccc2C)cc1OC,-8.2,2.7,2.4,15.7,2.6,1.7,-0.1,-24.3,5.1
COc1ccccc1-c1nc2ccccc2nc1-c1ccccc1,-7.4,-0.6,-8.0,-1.1,-0.1,1.9,0.0,-6.2,3.4
COC(=O)c1ccc(-c2cc(CC3(C(=O)OC)CCN(C(=O)OC(C)(C)C)CC3)on2)cc1,3.0,1.2,0.7,-2.4,1.8,15.4,-0.2,14.8,2.2
CCN(CC)S(=O)(=O)c1cc(NC(=O)Cn2ncc(Cl)c(Cl)c2=O)ccc1C,5.0,0.0,9.0,-8.8,1.7,-1.5,-5.3,16.3,-2.0
CCOC(=O)c1sc(=S)n(-c2ccc(Cl)cc2)c1C,1.2,-2.1,-1.9,5.7,0.5,-1.3,-7.2,-17.5,-1.4
COc1ccc(-c2nc(C#N)c(NCC3CCCO3)o2)cc1OC (stereo unspecified),-2.4,1.0,-6.6,5.1,-1.9,4.6,-0.1,-10.7,4.2
CC(OC(=O)/C=C/c1cccs1)C(=O)Nc1ccc(C(N)=O)cc1 (stereo unspecified),-3.9,0.9,3.8,3.1,0.1,-6.1,0.9,-10.7,0.3
CCCNC(=O)C1(C)CCN(C(=O)c2ccccc2OC(F)(F)F)C1 (stereo unspecified),7.5,0.3,13.3,0.1,x,-0.5,-1.8,x,x
O=C1c2ccc(Oc3ccc4c(c3)C(=O)N(CCCO)C4=O)cc2C(=O)N1CCCO,-3.0,5.0,1.8,3.7,13.1,-6.9,3.0,40.5,6.2
O=C(Nc1nc2c(s1)CCc1ccccc1-2)c1cccs1,-1.1,-1.9,-8.0,10.8,0.2,8.8,5.8,-19.7,2.5
O=C(COc1ccc(S(=O)(=O)NC2CCCCC2)cc1)NCc1ccccn1,5.0,1.2,3.6,1.0,-0.9,-2.9,0.7,5.5,-6.7
Cc1cccc(NC(=O)c2ccc(NCC3CCCO3)c([N+](=O)[O-])c2)n1 (stereo unspecified),-1.3,6.1,5.6,2.3,-0.4,-4.9,-0.4,3.0,0.5
CN(c1ccc(C(=O)NCCC2=CCCCC2)cc1)S(C)(=O)=O,-7.6,3.1,-2.8,3.7,1.1,-3.5,0.8,3.3,0.7
CCn1c(SCC(=O)Nc2cccc(F)c2)nnc1-c1cc2cc(Br)ccc2o1,0.0,1.0,-2.8,1.8,3.2,-2.3,-0.3,4.6,2.0
O=C1C(=Cc2ccco2)CCCC1=Cc1ccco1,-0.5,0.5,12.5,4.2,5.7,-1.7,1.7,9.0,x
COc1cc(OC)c2ccc(=O)oc2c1C(CC(=O)N1CCN(c2ccccc2)CC1)c1ccc2c(c1)OCO2 (stereo unspecified),-3.0,3.5,6.3,15.7,-1.8,-6.7,-3.0,11.1,-1.9
CC(C=CC(O)=C1C(=O)CNC1=O)=C[C@@H](C)C1OC2(C)OC(C(=O)C3O[C@@]32C)C1C (stereo partly specified),-0.6,2.2,7.3,8.0,x,2.0,3.6,x,x

# Four of the entries above in order of their number in IDE cell inh, high to low:
mol | CHRM4 antagonist | M4 ag | M5 antag | CHRM4 PAM | CRFBP-R2 agonist | M5 PAM | M5 ag | CRFBP-R2 block | IDE cell inh
O=C1c2ccc(Oc3ccc4c(c3)C(=O)N(CCCO)C4=O)cc2C(=O)N1CCCO | -3.0 | 5.0 | 1.8 | 3.7 | 13.1 | -6.9 | 3.0 | 40.5 | 6.2
O=C(Nc1nc2c(s1)CCc1ccccc1-2)c1cccs1 | -1.1 | -1.9 | -8.0 | 10.8 | 0.2 | 8.8 | 5.8 | -19.7 | 2.5
Cc1cccc(NC(=O)c2ccc(NCC3CCCO3)c([N+](=O)[O-])c2)n1 (stereo unspecified) | -1.3 | 6.1 | 5.6 | 2.3 | -0.4 | -4.9 | -0.4 | 3.0 | 0.5
O=C(COc1ccc(S(=O)(=O)NC2CCCCC2)cc1)NCc1ccccn1 | 5.0 | 1.2 | 3.6 | 1.0 | -0.9 | -2.9 | 0.7 | 5.5 | -6.7

# The listing continues.
SMILES,CHRM4 antagonist,M4 ag,M5 antag,CHRM4 PAM,CRFBP-R2 agonist,M5 PAM,M5 ag,CRFBP-R2 block,IDE cell inh
CCCCCCN1N=C(C)C(C(=O)c2ccc(Cl)cc2)C1=O (stereo unspecified),9.0,-0.2,0.2,4.2,6.7,-3.3,2.5,10.0,0.0
CN(C)S(=O)(=O)c1ccc(C(=O)NCC(C)(C)CN=C2NS(=O)(=O)c3ccccc32)cc1,-7.2,0.8,3.1,0.3,-1.2,3.1,-6.1,1.7,-5.0
CCN(CC)S(=O)(=O)c1cccc(NC(=O)/C=C/c2cccc([N+](=O)[O-])c2)c1,17.2,19.2,32.5*,-18.1,1.4,-18.9,-1.4,9.6,2.9
COc1cc(C2CC(=O)Oc3c2c(=O)n(C)c2ccccc32)ccc1O (stereo unspecified),0.7,15.0,6.1,-6.4,2.0,-8.1,2.4,-16.8,1.8
CSc1ccc(OC2(C)CCN(Cc3ccc4c(c3)OCCO4)C2)cc1 (stereo unspecified),8.9,2.8,9.7,-5.8,x,-9.1,-3.5,x,x
Nn1c(Cc2cccc3ccccc23)nnc1SCC(=O)NC1CCS(=O)(=O)C1 (stereo unspecified),5.1,0.5,2.2,8.0,0.2,5.7,1.1,-9.2,1.8
COc1ccc(NC(=O)/C(C#N)=C/c2ccc3c(c2)n(C)c(=O)n3C)cc1,2.7,0.4,2.8,9.7,-1.1,-2.3,0.3,13.4,-2.2
COc1ccc(NC(=O)c2cccc(N3C(=O)C4C5C=CC(C5)C4C3=O)c2)c(OC)c1 (stereo unspecified),-15.8,4.1,-7.5,-1.2,-0.5,-1.7,-0.6,19.0,2.5
O=C(Cn1sc2ccccc2c1=O)Nc1ccc(Cl)cc1,14.2,11.8,8.8,-4.8,2.0,-0.3,5.4,2.9,x

# Compound activity from PubChem.
